# Screening data from PubChem.
# ERG Ets-DNA blk – qHTS for Small Molecule Inhibitors of the ERG Ets/DNA interaction. fluorescence polarization, His-ERG Ets domain / labelled DNA. AID 624246, 2012. Potency, µM (doses to about 76.9 µM), without a hit: at the highest dose FP activity, negative = inhibition, actives largely listed as inhibitors. hit rate 0.028% among 370,000; active = well fitted inhibition curve with a large enough effect in the polarisation, with a control signal flat; inconclusive = small, poorly fitted or top-dose-only effect, or effect the other way, or a change in a side signal; inactive = no such curve, though single readings can be large or run the other way; the % refers to the polarisation;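 also: polarization taken with two DNA probes labelled with fluorescein and Texas red; % of control where 0% means no effect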
#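 His-tagged ERG Ets domain (1 uM in the protein solution; 300mM KCl, 50mM Tris-HCl, 1mM EDTA, 1mM DTT, pH 7.5) received compound, then a probe mix of 5 nM fluorescein-DNA and 100nM Texas-615-DNA. Fluorescence polarization was read for both dyes.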
# rTrxR1 inhibitor – qHTS Assay for Inhibitors of Mammalian Selenoprotein Thioredoxin Reductase 1 (TrxR1): qHTS. Thioredoxin reductase 1, cytoplasmic (Rattus norvegicus), O89049. recombinant rTrxR1, NADPH fluorescence consumption, selenite substrate. Potency, µM (series often up to 114 µM), for inactives: top-dose activity change, negative = inhibition, most hits filed as inhibitors. hit rate 1% among 390,000. AID 588453, 2011; also: % is scaled to controls: 0 for no effect and ±100 for the full control effect; nearly all actives have a fitted effect of over 65% in size
#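 Rat TrxR1 (90 nM in the dispensed reagent) was pre-reduced with 400 uM NADPH for 5 min at room temperature, then incubated with compound for 15 min. After 400 uM selenite was added, NADPH fluorescence (Ex 340/Em 450 nm) was followed for 8 min.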
# JMJD2A Tudor – qHTS Assay for Inhibitors of JMJD2A-Tudor Domain; Lysine-specific demethylase 4A (Homo sapiens), O75164; AlphaScreen JMJD2A-Tudor / H3K4me3 peptide binding; Potency, µM (series often up to 114 µM), without a hit: top-dose activity change, negative = inhibition, usual class: inhibitors; hit rate 4.4% among 390,000; AID 504339, 2011; also: % is scaled to controls: 0 for no effect and ±100 for the full control effect; nearly all actives have a fitted effect of over 50% in size
# PGK inhibitor – qHTS Assay to Find Inhibitors of Phosphoglycerate Kinase; PGK/GAPDH coupled, Kinase-Glo luminescence, 60 min; Potency, µM (titrated, usually from 57.5 µM), inactives show at the top dose activity change, negative = inhibition, hits mostly inhibitors; hit rate 0.043% among 380,000; AID 602233, 2012; also: % is scaled to controls: 0 for no effect and ±100 for the full control effect; nearly all actives have a fitted effect of over 60% in size
#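 Recombinant glycosomal PGK reaction used 1,3-bisphosphoglycerate generated in-well by GAPDH (100nM final) in 100mM TEA pH 7.6, 5mM MgCl2, 0.01% Tween-20. After 60 minutes at room temperature, ATP was read by Kinase-Glo Plus luminescence end-point.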
# Pin1 inh – qHTS Assay to Find Inhibitors of Pin1; Peptidyl-prolyl cis-trans isomerase NIMA-interacting 1 (Homo sapiens), Q13526; Pin1 FP peptide displacement, HiFluor488, 10 min; Potency, µM (top dose mostly 115 µM), for inactives: at the highest dose activity, negative = inhibition, usual class: inhibitors; hit rate 0.009% among 390,000; AID 504891, 2011; active = well fitted inhibition curve with a large enough effect in the polarisation, with a control signal flat, not every such curve was filed as active; inconclusive = small, poorly fitted or top-dose-only effect, or effect the other way, or a change in a side signal; inactive = no such curve, though single readings can be large or run the other way; the % refers to the polarisation; also: % is scaled to controls: 0 for no effect and ±100 for the full control effect
# Target sequence (Q13526 whole entry, looked up): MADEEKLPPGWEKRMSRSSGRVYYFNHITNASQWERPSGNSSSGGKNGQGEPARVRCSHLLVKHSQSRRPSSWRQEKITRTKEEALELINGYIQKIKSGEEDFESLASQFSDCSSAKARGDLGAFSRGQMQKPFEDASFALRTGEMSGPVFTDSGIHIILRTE
# RGS4 inh – Inhibitors of Regulator of G Protein Signaling (RGS) 4: qHTS; Transcreener GDP fluorescence polarization, RGS4-accelerated GTP hydrolysis; Potency, µM (series often up to 114 µM), without a hit: top-dose activity change, negative = inhibition, usual class: inhibitors; hit rate 0.039% among 390,000; also: % is scaled to controls: 0 for no effect and ±100 for the full control effect; nearly all actives have a fitted effect of over 75% in size; some results filed as inactive show a strong effect at the top dose
#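 MLSMR compounds (23 nl, pin-transferred) preincubated 10 min at room temperature with a 500nM (2x) first reagent, then RGS4 at 900nM (2x) plus Transcreener GDP mix added; fluorescence polarization (620/688 nm) read before and after 90 min at 30 °C.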
# GLS inh – qHTS for Inhibitors of Glutaminase (GLS); hit rate 0.21% among 410,000; GLS enzymatic activity, qHTS titration; AID 624170, 2012; Glutaminase kidney isoform, mitochondrial (Homo sapiens), O94925; Potency, µM (titrated, usually from 45.5 µM), without a hit: at the top dose activity change, negative = inhibition, usual class: inhibitors; also: % is scaled to controls: 0 for no effect and ±100 for the full control effect
# Target sequence (O94925 whole entry, looked up, canonical isoform): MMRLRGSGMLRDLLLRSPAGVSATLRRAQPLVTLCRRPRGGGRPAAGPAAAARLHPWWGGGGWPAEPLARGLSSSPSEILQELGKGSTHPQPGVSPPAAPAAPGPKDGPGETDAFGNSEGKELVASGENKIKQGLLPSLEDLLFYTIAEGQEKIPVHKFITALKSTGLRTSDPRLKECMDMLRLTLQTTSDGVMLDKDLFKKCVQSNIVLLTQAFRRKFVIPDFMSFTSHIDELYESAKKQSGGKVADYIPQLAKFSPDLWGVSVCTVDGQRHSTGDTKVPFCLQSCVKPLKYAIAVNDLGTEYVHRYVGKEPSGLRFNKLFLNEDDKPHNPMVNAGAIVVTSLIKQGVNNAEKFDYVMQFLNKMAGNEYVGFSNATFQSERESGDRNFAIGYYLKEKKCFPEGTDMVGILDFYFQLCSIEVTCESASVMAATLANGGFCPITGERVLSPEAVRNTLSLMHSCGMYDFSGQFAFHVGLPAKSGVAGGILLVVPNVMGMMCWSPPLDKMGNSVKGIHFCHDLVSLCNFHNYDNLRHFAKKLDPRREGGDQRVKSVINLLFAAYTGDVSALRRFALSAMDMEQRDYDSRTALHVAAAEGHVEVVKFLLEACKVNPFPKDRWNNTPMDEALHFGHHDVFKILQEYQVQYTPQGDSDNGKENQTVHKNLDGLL
#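 Read-out is an Amplex red fluorescence increase coupled through glutamate oxidase and HRP, measured before and after 30 min room-temperature incubation. hKGA is in 45 mM KH2PO4 (pH 8.2) with 0.02% Tween-20; glutamine added as 1mM solution.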
# HP1b binding inh – HTS for Inhibitors of HP1-beta Chromodomain Interactions with Methylated Histone Tails; AlphaScreen HP1-beta / biotin-H3K9me3 peptide binding; Potency, µM (top dose mostly 114 µM), inactives show at the top dose activity change, negative = inhibition, most hits filed as inhibitors; hit rate 0.56% among 390,000; Chromobox protein homolog 1 (Homo sapiens), P83916; also: nearly all actives have a fitted effect of over 70% in size; inactives centre near 23
# Target sequence (P83916 whole entry, looked up): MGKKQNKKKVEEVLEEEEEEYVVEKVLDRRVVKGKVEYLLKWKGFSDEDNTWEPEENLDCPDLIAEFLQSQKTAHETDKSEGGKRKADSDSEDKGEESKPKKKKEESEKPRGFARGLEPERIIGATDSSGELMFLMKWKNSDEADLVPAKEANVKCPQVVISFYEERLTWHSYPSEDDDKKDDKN
#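 AlphaScreen: HP1-beta (50 nM) preformed 30 min with biotin-H3(1-18)K9me3 peptide (50 nM) in PBS pH 7.4, 0.01% Tween-20. Compound added for 30 min at RT, then streptavidin donor/nickel chelate acceptor beads (10 ug/mL) for 30 min.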
# 12-LOX inh – Primary qHTS assay for inhibitors of human arachidonate 12S-lipoxygenase (ALOX12): Round 2 | hit rate 1.1% among 580,000 | AID 1671190, 2021 | Potency, µM (doses to about 108 µM), without a hit: at the highest dose activity change, negative = inhibition, hits mostly inhibitors | purified 12hLO, xylenol orange hydroperoxide absorbance | Polyunsaturated fatty acid lipoxygenase ALOX12 (Homo sapiens), P18054; also: % is scaled to controls: 0 for no effect and ±100 for the full control effect
#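 Purified human 12hLO at 150 nM in 25 mM Hepes, 0.01% Triton X-100, pH 7.0, preincubated 15 min at room temperature with compound. Reaction started with 40 uM arachidonic acid, 30 min at room temperature. Hydroperoxide measured by Fe-xylenol orange, 573/405 nm absorbance ratio.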
# The depositor's hits bear a star; i = inactive; u = inconclusive; x = no result given; [ ] = remark or other dose. Unless noted, calls follow the shape of the dose curve; as a rule, active = well fitted curve in the direction sought with a large enough effect; inconclusive = small, poorly fitted or top-dose-only effect, or another doubt; inactive = no such curve, though single readings can be large; an effect the other way counts as inactive or inconclusive. Potency is read from the fitted curve at half-maximal effect.
SMILES,ERG Ets-DNA blk,rTrxR1 inhibitor,JMJD2A Tudor,PGK inhibitor,Pin1 inh,RGS4 inh,GLS inh,HP1b binding inh,12-LOX inh
Cc1ccc(NS(=O)(=O)c2cccc(C(=O)NCC(c3cccs3)N(C)C)c2)cc1 (stereo not given),1%,-3%,-17%,18%,5%,-5%,0%,16%,u
CCOc1ccccc1NC(=O)C(Sc1nnnn1C)c1ccccc1 (stereo not given),-1%,27%,-2%,i,1%,-3%,-3%,59%[activator],0%
NC(=O)NC(=O)CN1C(=O)NC(c2ccccc2)(c2ccccc2)C1=O,-3%,8%,-6%,i,-1%,-12%,3%,18%,-17%
C[C@H](CO)N1C[C@H](C)[C@@H](CN(C)Cc2ccc(Cl)c(Cl)c2)Oc2c(NS(=O)(=O)c3cccs3)cccc2C1=O,-2%,6%,u,-2%,2%,-19%,1%,9%,-3%
COc1cc(/C=C2\CCC(C3CCCC3)C2=O)cc(OC)c1OC (stereo not given),-4%,4%,-11%,-2%,1%,-38%,-12%,24%,-5%
O=C1N[C@@H](Cc2ccccc2)COC(=O)[C@@H](Cc2ccc(F)cc2)C/C=C\C[C@@H]1CC(=O)N(CCO)Cc1ccccc1,1%,22%,-23%,-1%,-4%,25%,-1%,34%,0%
Cc1ccc(-n2ncc(C(=O)N3CCCCC3)c2C2CCN(C(=O)OC(C)(C)C)CC2)c(C)c1,7%,12%,-16%,-8%,-11%,-18%,-7%,7%,-13%
CCCCNC(=O)c1onc(CSc2cccc(OC)c2)c1C(=O)O,8%,15%[57.1 µM],-18%,-7%,-4%,-2%,0%,45%[activator],-24%
CC(=O)NCC1CCCN(C(=O)c2ccc(OC3CCN(Cc4ccccn4)CC3)cc2)C1 (stereo not given),4%,-10%,8%,-3%,2%,12%,0%,8%,-9%
Cc1ccc(C)c(N2CCN(C(=O)c3cc4cc5ccc(C)cc5nc4o3)CC2)c1,-20%,-26%,-24%,-2%,1%,10%,3%,21%,0%
Cc1cc(C(=O)COC(=O)Cc2ccc(Cl)cc2)c(C)n1C,3%,-9%[57.1 µM],u,0%,2%,16%,12%,-35%,u
CSc1ccccc1C(=O)C1CCCN(C(=O)c2csnn2)C1 (stereo not given),-14%,-12%,-3%,-8%,-5%,7%,-2%,39%[activator],1%
Cc1nonc1NC(=O)CSc1nc(C2CCCCC2)nc2ccccc12,4%,-3%,-15%,0%,-5%,-4%,0%,29%,0%
CCCCCc1cc(=O)oc2c(C(CCN3CCCCC3)c3ccc4c(c3)OCO4)c(OC)cc(OC)c12 (stereo not given),5%,5%,45µM*,2%,u,-11%,6%,-24%,-9%
Cc1c(C(=O)Nc2cccc3cccnc23)oc2ccccc12,x,18%,-17%,-9%,4%,-17%,14%,26%,21%
CCn1cc2c(c1-c1cccc(C)c1)c(=O)n(C)c(=O)n2C,0%,-6%,-16%,1%,-7%,-6%,12%,-14%,-16%
CC1CSc2n(-c3cccc(C(F)(F)F)c3)cc(-c3ccccc3)[n+]21 (stereo not given),-14%,43%[activator][57.1 µM],-1%,-6%,-2%,-9%,5%,20%,0%
Cc1ccc(N2CCn3c2nc2c3c(=O)n(CCCc3ccccc3)c(=O)n2C)cc1C,5%,22%,0%,-9%,-2%,-10%,-9%,40%[activator],0%
Cc1nn(CC(=O)NCCCN2CC(C)CC(C)C2)c(=O)c2cccn12 (stereo not given),-2%,21%,-7%,-1%,0%,-1%[11.4 µM],-10%,65%[activator],-13%
C[C@H](CO)N1C[C@H](C)[C@@H](CN(C)C(=O)NC2CCCCC2)Oc2ccc(NS(=O)(=O)c3cccs3)cc2C1=O,6%,0%,4%,-1%,3%,-8%,-7%,52%[activator],2%
COc1ccc(N2CCN(CCCNC(=O)c3ccc4nc(CCc5ccccc5)oc4c3)CC2)cc1,2%,3%[57.1 µM],22µM*,i,1%,-12%,13%,-16%[57 µM],-29%
CCOC(=O)N1CCN(C(=O)CS(=O)(=O)c2cn(Cc3cccc(F)c3)c3ccccc23)CC1,-4%,17%,-2%,x,-1%,-9%,0%,16%,1%
O=C(COc1ccc2c3c(c(=O)oc2c1)CCCC3)N1C[C@H]2C[C@@H](C1)c1cccc(=O)n1C2,-1%,2%,-16%,1%,2%,24%,4%,19%,21%
Cc1ccc(OCc2nc3ccccc3[nH]2)cc1,-10%,24%,-9%,-12%,-4%,11%,2%,25%,4%
COc1ccc(S(=O)(=O)NCC(c2ccc3c(c2)OCO3)N2CCN(C)CC2)cc1OC (stereo not given),19%,-16%,-15%,-4%,-8%,5%,15%,7%,u

# Rewritten tab-delimited: entries from further up.
SMILES	ERG Ets-DNA blk	rTrxR1 inhibitor	JMJD2A Tudor	PGK inhibitor	Pin1 inh	RGS4 inh	GLS inh	HP1b binding inh	12-LOX inh
C[C@H](CO)N1C[C@H](C)[C@@H](CN(C)Cc2ccc(Cl)c(Cl)c2)Oc2c(NS(=O)(=O)c3cccs3)cccc2C1=O	-2%	6%	u	-2%	2%	-19%	1%	9%	-3%
COc1cc(/C=C2\CCC(C3CCCC3)C2=O)cc(OC)c1OC (stereo not given)	-4%	4%	-11%	-2%	1%	-38%	-12%	24%	-5%
O=C1N[C@@H](Cc2ccccc2)COC(=O)[C@@H](Cc2ccc(F)cc2)C/C=C\C[C@@H]1CC(=O)N(CCO)Cc1ccccc1	1%	22%	-23%	-1%	-4%	25%	-1%	34%	0%

# The listing picks up with the 2 entries that preceded the break.
SMILES,ERG Ets-DNA blk,rTrxR1 inhibitor,JMJD2A Tudor,PGK inhibitor,Pin1 inh,RGS4 inh,GLS inh,HP1b binding inh,12-LOX inh
Cc1ccc(OCc2nc3ccccc3[nH]2)cc1,-10%,24%,-9%,-12%,-4%,11%,2%,25%,4%
COc1ccc(S(=O)(=O)NCC(c2ccc3c(c2)OCO3)N2CCN(C)CC2)cc1OC (stereo not given),19%,-16%,-15%,-4%,-8%,5%,15%,7%,u
O=C(NC(=O)N1CCN(C(c2ccccc2)c2ccccc2)CC1)c1ccccc1,-12%,6%,-28%,-2%,3%,-4%,19%,10%,2%
Cc1ccc(CNc2nc(-c3cccs3)nc3ccccc23)cc1,-1%,20%,4%,i,8%,3%[11.4 µM],-5%,10%,-14%
NNC(=S)NC1CCS(=O)(=O)C1 (stereo not given),9%,43%[activator][57.1 µM],u,i,3%,-13%,-8%,u,17%
CCCCC(=O)NS(=O)(=O)c1ccc(N=NN2CCCCC2)cc1,-7%,-11%,-16%,0%,-2%,2%,0%,28%,2%
O=C(NC(Cc1ccccc1)c1nc2ccccc2[nH]1)C1CC(=O)N(c2ccc3c(c2)OCCO3)C1 (stereo not given),-3%,4%[57.1 µM],u,i,3%,-31%,-5%,35%,u
O=C1CC(c2nc3ccccc3n2CCCCOc2ccccc2)CN1c1ccccc1Cl (stereo not given),-4%,24%,-19%,-4%,26%,-7%,-13%,36%,-19%
CCOCCCNCC(=O)Nc1ccccc1N1CCOCC1,5%,9%,4µM*,i,-10%,-14%,-6%,u,u
c1ccc(-n2c(Cc3cn4ccsc4n3)nnc2N2CCOCC2)cc1,x,8%,50µM*,x,2%,6%,3%,23%,12%
O=C(CNS(=O)(=O)c1ccc(Br)s1)Nc1ccc2c(c1)OCCO2,1%,24%[57.1 µM],-8%,-1%,-1%,-4%,-1%,21%,-8%
Cc1nc2[nH]c(=O)c3c(n2n1)NC1=C(C(=O)CC(C)(C)C1)C3c1ccc(F)cc1 (stereo not given),-6%,-17%,-10%,9%,7%,-4%,29%,23%,2%
Cc1cccc(Cc2nnc(CCC(=O)NCc3ccncc3C)o2)c1,0%,9%[57.1 µM],u,-5%,-1%,-6%,1%,-8%,-1%
CC(=O)Nc1ccc(S(=O)(=O)Nc2ccc3c(c2)OCCO3)cc1Cl,1%,6%,-14%,-1%,-10%,10%,18%,33%,59%[activator]
Cc1cccc(NC(=O)c2cccs2)n1,0%,11%,8%,-1%,17%,-29%,-1%,21%,30%[activator]
Nc1ncnc(Nc2c(F)cccc2F)n1,6%,13%[57.1 µM],10%,i,14%,-14%,-12%,41%[activator],0%
COc1cccc(C(=O)N/N=C/c2cn[nH]c2-c2ccc(OC)cc2OC)c1,3%,0%[57.1 µM],-19%,9%,5%,-13%,11%,29%,0%
CC(Oc1ccccc1F)C(=O)/C=C/N(C)C (stereo not given),5%,-12%,-4%,-8%,-8%,34%,3%,7%,u

# Look-ups from above.
# Cc1ccc(-n2ncc(C(=O)N3CCCCC3)c2C2CCN(C(=O)OC(C)(C)C)CC2)c(C)c1 in rTrxR1 inhibitor = 12%
# CCCCC(=O)NS(=O)(=O)c1ccc(N=NN2CCCCC2)cc1 in JMJD2A Tudor = -16%
# COc1cc(/C=C2\CCC(C3CCCC3)C2=O)cc(OC)c1OC (stereo not given) in RGS4 inh = -38%

# Some of the compounds tested; rates above refer to the full screens.
